# Bioassay records as filed in PubChem.
# H9c2 TAG inh: inhibitors of triacylglycerol accumulation; H9c2 cells, Nile Red lipid (TAG) fluorescence; cells loaded with 200 µM oleic acid; inhibition, % at 12.5 µM; 230,000 tested, 0.66% active;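 active = pattern-corrected inhibition of lipid staining of at least 50% with the nuclear-stain viability signal not falling by more than 50%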;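 note: 0% = DMSO wells and 100% = triacsin C control wells; some results filed as inactive read as strong as hits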
# H9c2 TAG inh DAPI viability: also measured in H9c2 TAG inh; calls as there; DAPI nuclei signal change (viability), lower = more cytotoxic, %;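 whole-well DAPI fluorescence read on a plate reader as a viability signal; minus 50 percent equals half of cells still viable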
# * marks the source's active call; other numbers are inactive results. The list is partial, so the mix of outcomes need not match the whole.
SMILES,H9c2 TAG inh,H9c2 TAG inh DAPI viability
C[C@H]1CN([C@@H](C)CO)C(=O)CCCn2nncc2CO[C@H]1CN(C)S(=O)(=O)c1cccs1,1,4
COc1ccccc1NS(=O)(=O)c1cccc(C(=O)N/N=C(/C)c2ccc(-n3ccnc3)cc2)c1,-2,10
O=C(COc1ccccc1[N+](=O)[O-])N/N=C/C=C/c1ccco1,6,4
Cn1cc(-c2cnc3c(NC=O)cc(-c4cccc(C(F)(F)F)c4)cn23)cn1,6,-8
Cc1ccc(N(C)S(=O)(=O)c2cccc(C(=O)NNC(=O)c3ccncc3)c2)cc1,-2,-3
Cc1ccc(NS(=O)(=O)c2cc(N)ccc2Cl)c(C)c1,-12,-1
C[C@@H]1CN([C@H](C)CO)S(=O)(=O)c2ccc(Br)cc2O[C@@H]1CN(C)C(=O)CN1CCOCC1,0,-6
Fc1ccc(N2CCN(Cc3cnc(Cl)s3)CC2)cc1,9,-4
CCCCOc1ccc(C(=O)NN2C(=O)NC3(CCCCC3)C2=O)cc1OC,8,-4
Cc1cccc(-c2nc(S(=O)(=O)c3ccc(F)cc3)c(NCCCN3CCOCC3)o2)c1,3,-11
CCCCC(=O)N1CCCC(c2nc(-c3cccc(OC)c3)no2)C1 (stereo not given),-21,-4
COc1ccc(-c2nnc(C3CCN(S(=O)(=O)c4ccccc4)CC3)o2)cc1,0,0
CC(=O)Nc1ccc(S(=O)(=O)NCCCN2CCN(Cc3ccccc3)CC2)cc1Cl,-1,4
COc1ccccc1C(=O)C1CCCN(Cc2ccc(Oc3ncccn3)cc2)C1 (stereo not given),10,-9
COc1cccc(-n2nnc3c(=O)n(CC(=O)NCC4CCCO4)cnc32)c1 (stereo not given),-13,-3
COc1ccc(-c2nc(CS(=O)CC(=O)N3CCc4ccccc4C3)c(C)o2)cc1 (stereo not given),-4,-7
Cc1nnc(N=c2ssnc2Cl)o1,18,2
COc1ccc(-n2c(CCc3ccccc3)n[nH]c2=S)cc1,10,2
CCOc1ccc(S(=O)(=O)N(CC)CC(=O)N2CCCC2)cc1C,-1,-4
Oc1cccc(/C=N/N2CCN(C3c4ccccc4-c4ccccc43)CC2)c1,-8,8
COc1ccc(-c2cc(NC=O)c3ncc(-c4cccc(C(=O)NCCN(C)C)c4)n3c2)cc1,21,0
NS(=O)(=O)c1ccc(NCc2cnc3ccccc3n2)cc1,-6,-11
CC1(C)CC(=O)C(N=Nc2ccc(S(=O)(=O)N3CCCCCC3)cc2)=C(O)C1,-6,10
COC(=O)C1CCCN1C(=O)c1cccs1 (stereo not given),-3,2
CCOC(=O)[C@@H]1[C@H]2COc3ccccc3[C@H]2N2C(=O)N(c3cccc(C)c3)C(=O)[C@]12C,-4,-3

# The list continues.
SMILES,H9c2 TAG inh,H9c2 TAG inh DAPI viability
O=c1oc2ccccc2c(Nc2cccc(O)c2)c1[N+](=O)[O-],-1,-1
Nc1nc(N)c2nc(-c3ccccc3)c(N)nc2n1,-2,95
O=C(CCCc1ccccc1)Nc1nncs1,-3,4
O=S(=O)(c1ccc(-c2ccon2)s1)N1CCCC1,0,0
O=C(c1ccc(S(=O)(=O)N2CCCCCC2)cc1)N1CCN(c2ccccc2F)CC1,23,6
O=C(Nc1ccc(Cl)cc1)C1C2CCCCC21 (stereo not given),3,1
CC(C)N1CCC(N2CCN(Cc3nc4ccccc4s3)CC2CCO)CC1 (stereo not given),2,-7
CCCCNC(=O)C1(C)CCN1C(=O)c1ccc(F)c(C)c1 (stereo not given),-1,3
CCC(NS(=O)(=O)c1ccc(C)cc1)C(=O)Nc1ccc(NC(C)=O)cc1 (stereo not given),11,-6
COc1ccc(NC(=O)C2CCN(C(=O)c3cccs3)CC2)cc1,-20,-4
Cc1ccc(C)c(C(=O)COC(=O)c2ccc(C)c(S(=O)(=O)N3CCOCC3)c2)c1,-9,-3
CCOc1cc(N2CCOCC2)c(OCC)cc1NC(=O)COC(=O)CCc1c[nH]c2ccccc12,21,-13
O=[N+]([O-])c1ccc(OCc2cnc(Cl)s2)cc1,-17,-12
O=C(c1cc2ccccc2cc1O)N1CCN(c2ccc([N+](=O)[O-])cc2)CC1,7,-4
NCCCC[C@H](N)c1nnc([C@H](CCC(=O)O)NC(=O)C2CCNCC2)o1,-4,6
CC1(C)CC(=O)C=C(c2ccccc2-c2ccc(S(C)(=O)=O)cc2)C1=O,6,7
CCOc1ccc(-n2cc(C(=O)N3CCCCCC3)c3cc(OC)c(OC)cc3c2=O)cc1,-17,-4
COc1ccc(CNC(=O)C2CC(=O)N(C3CCCC3)C2)cc1 (stereo not given),8,5
COCCN(CCOC)S(=O)(=O)NC[C@H]1O[C@@H](n2cnc3c(N)ncnc32)[C@H](O)[C@@H]1O,8,0
COc1cccc(CNC(=O)CCC2CCCN(Cc3ccc(OC(F)F)cc3)C2)c1 (stereo not given),-2,1
C=CCSc1nnc(CC(OC)OC)n1-c1ccccc1,-5,8
Nc1nc2nccc(-c3ccc(Cl)cc3)n2n1,13,63
CCC(=O)n1nc(-c2ccc(Cl)cc2)nc1NCc1ccccc1,-7,-13
Cc1cccc2c1NC(=O)C2(O)N1CCCC(C)C1 (stereo not given),-8,11
c1csc(-c2ccc3nncn3c2)c1,-1,6

# Later entries
SMILES,H9c2 TAG inh,H9c2 TAG inh DAPI viability
O=C(COC(=O)CCCc1c[nH]c2ccccc12)Nc1ccc2c(c1)OCO2,-6,-2
O=C(NNC(=O)c1ccccc1-n1cccc1)c1ccc(Cl)cc1,-6,-11
N#Cc1ccccc1Cn1cc(/C=N/Nc2ccc([N+](=O)[O-])cn2)c2ccccc21,-10,24
CCCc1sc(N)nc1-c1ccc(C)cc1,-3,-1
O=C(Nc1ccc(Br)cc1F)C1CCN(c2nnc(-n3cccc3)s2)CC1,3,-3
O=C(Nc1ccc(OC(F)(F)F)cc1)N1CCN(c2ccnc3cc(Cl)ccc23)CC1,4,-2
COc1ccc(CCNC(=O)COC(=O)c2cc3ccccc3oc2=O)cc1OC,-1,-13
O=c1[nH]c(=S)[nH]cc1Oc1ccc(Cl)cc1,2,-2
CCn1c(SCc2cccc(C(=O)O)c2)nnc1-c1ccc(Cl)cc1,7,-1
OCCOCCOc1ccccc1OCCOCCO,-1,-3
COc1ccc(N2CCN(C(=O)CSc3ccc(C)cc3)CC2)cc1,10,-3
CCOC(=O)C1=C(N)Oc2cc(O)ccc2C1c1cccnc1 (stereo not given),-8,4
C=CCn1c(SC(C)C(=O)NCCC2=CCCCC2)nc2ccccc2c1=O (stereo not given),7,-5
CN(C)c1cccc(C(=O)NCC2CCCO2)c1 (stereo not given),13,-7
O=C(Cc1n[nH]c(=O)c2ccccc12)OCC(=O)c1ccc(F)c(F)c1,8,-1
Cc1cc2nc(C(F)(F)F)cc(-c3cccs3)n2n1,20,4
Cn1c(=S)ccc2ccccc21,-1,-2
COC(=O)c1ccc(CSc2nnc(C)s2)cc1,6,0
CC(C)CCSc1nc2c(c(=O)[nH]c(=O)n2C)n1CCCc1ccccc1,2,1
CC(NC(=O)Nc1ccccc1O)(C(F)(F)F)C(F)(F)F,9,-4
CCOC(=O)/C(=C/c1ccc(OC(=O)c2ccncc2)cc1)C(C)=O,1,1
CCCS(=O)(=O)NC(=O)C1(C)CCN(C(=O)COc2ccc(Cl)cc2Cl)C1 (stereo not given),-11,-1
Cc1ccc(CNC(=O)CN2C(=O)NC3(CC(C)CC(C)(C)C3)C2=O)cc1 (stereo not given),27,-1
COc1cc(CNC(=O)CCCC/C=C/C(C)C)ccc1O,4,-25
CCOC(=O)C1CCCN(C(=O)c2ccc(CS(=O)(=O)c3ccc(Br)cc3)o2)C1 (stereo not given),10,-2

# Given with two lines to a compound: 19 of the compounds above
# Order of values: H9c2 TAG inh	H9c2 TAG inh DAPI viability
- O=C(COC(=O)CCCc1c[nH]c2ccccc12)Nc1ccc2c(c1)OCO2
→ -6	-2
- O=C(NNC(=O)c1ccccc1-n1cccc1)c1ccc(Cl)cc1
→ -6	-11
- N#Cc1ccccc1Cn1cc(/C=N/Nc2ccc([N+](=O)[O-])cn2)c2ccccc21
→ -10	24
- CCCc1sc(N)nc1-c1ccc(C)cc1
→ -3	-1
- O=C(Nc1ccc(Br)cc1F)C1CCN(c2nnc(-n3cccc3)s2)CC1
→ 3	-3
- O=C(Nc1ccc(OC(F)(F)F)cc1)N1CCN(c2ccnc3cc(Cl)ccc23)CC1
→ 4	-2
- COc1ccc(CCNC(=O)COC(=O)c2cc3ccccc3oc2=O)cc1OC
→ -1	-13
- O=c1[nH]c(=S)[nH]cc1Oc1ccc(Cl)cc1
→ 2	-2
- CCn1c(SCc2cccc(C(=O)O)c2)nnc1-c1ccc(Cl)cc1
→ 7	-1
- OCCOCCOc1ccccc1OCCOCCO
→ -1	-3
- COc1ccc(N2CCN(C(=O)CSc3ccc(C)cc3)CC2)cc1
→ 10	-3
- CCOC(=O)C1=C(N)Oc2cc(O)ccc2C1c1cccnc1 (stereo not given)
→ -8	4
- C=CCn1c(SC(C)C(=O)NCCC2=CCCCC2)nc2ccccc2c1=O (stereo not given)
→ 7	-5
- CN(C)c1cccc(C(=O)NCC2CCCO2)c1 (stereo not given)
→ 13	-7
- O=C(Cc1n[nH]c(=O)c2ccccc12)OCC(=O)c1ccc(F)c(F)c1
→ 8	-1
- Cc1cc2nc(C(F)(F)F)cc(-c3cccs3)n2n1
→ 20	4
- Cn1c(=S)ccc2ccccc21
→ -1	-2
- COC(=O)c1ccc(CSc2nnc(C)s2)cc1
→ 6	0
- CC(C)CCSc1nc2c(c(=O)[nH]c(=O)n2C)n1CCCc1ccccc1
→ 2	1

# (further entries)
SMILES,H9c2 TAG inh,H9c2 TAG inh DAPI viability
COc1ccc(CNC(=O)COC(=O)c2cc(C)oc2C)cc1,3,4
CC(C)C(=O)Nc1ccc(C(=O)Nc2ccc(Br)cc2F)cc1,24,-3
Cc1ccc(C)c(OCCC(=O)OCC(=O)c2c(N)n(C)c(=O)n(C)c2=O)c1,-2,2
Cc1ccc(S(=O)(=O)N2CCCCC2)cc1C(=O)N1CCCC1,14,-13
O=[N+]([O-])c1cc(C(F)(F)F)ccc1N1CCC(O)CC1,-9,3
CCCCCCCCCCCC(=O)NC(C(=O)O)C(O)c1ccccc1 (stereo not given),6,-5
COc1ccc(S(=O)(=O)NCC(c2cccnc2)N2CCN(Cc3ccccc3)CC2)cc1C (stereo not given),6,12
CCCCNc1nc2c(S(=O)(=O)c3ccccc3)nnn2c2ccccc12,-50,-1
CCCCOc1ccc(C(C)NC(=O)CCS(=O)(=O)Cc2ccc(C)cc2)cc1 (stereo not given),29,-6
O=C(CSc1nnc(-c2ccccc2)o1)NC1CCCCC1,-18,5
Cc1ccccc1Cn1c(=O)c2c(nc3n2CCN3Cc2ccco2)n(C)c1=O,4,4
COc1ccc([C@@H]2CC=C(C(=O)O)[C@H](c3ccc(Cl)cc3)N2S(=O)(=O)c2ccc(Cl)cc2)cc1,-4,-6
NC(=O)N=Nc1c2[nH]c3ccccc3nc-2c2ccccc12,15,-4
Cc1ccc(S(=O)(=O)N2CCN(C(=O)c3cccc(-n4cccc4)c3)CC2)cc1,-18,1
O=C(CCC1N=C2c3ccccc3N=C(SCC(=O)NCc3ccco3)N2C1=O)NCc1ccco1 (stereo not given),40,-23
O=C(CCCn1nnc2ccccc2c1=O)N[C@H](C(=O)O)c1ccccc1,-2,2
COc1cc(Br)cc(CNc2ccc(F)c([N+](=O)[O-])c2)c1O,-6,-6
CCOc1ccc(/C=N/OCC(=O)NCc2ccco2)cc1,5,-1
CCc1nnc(NC(=O)c2sc3nc(C)cc(COC)c3c2N)s1,2,5
CC(C)C[C@H]1CN([C@@H](CC(C)C)CN2CCCC2CN2C(=S)NC[C@@H]2Cc2ccc(O)cc2)C(=S)N1CCc1ccccc1 (stereo not given in full),38,-2
O=C(Nc1ccc(C(=O)N2CCCC2)cc1)c1ccccc1[N+](=O)[O-],-26,16
O=C(NCC1CCCO1)/C(=C\c1ccccc1)NC(=O)c1ccccc1 (stereo not given),9,-3
Cc1ccc2[nH]c(C(=O)N3CCCCC3)cc2c1,4,6
O=C1NC(=S)/C(=C\c2ccc(-c3ccccc3Cl)o2)S1,0,0
COc1cc(/C=N/O)cc(Br)c1OS(=O)(=O)c1ccc(C)cc1,-21,-5

# Next entries
SMILES,H9c2 TAG inh,H9c2 TAG inh DAPI viability
COC(=O)C1=C(C(=O)OC)[C@@H]2N(Cc3ccccc3)c3ccccc3[C@@]23C[C@@H](C(=O)OC)N(C(=O)c2cccs2)C3=N1,8,-4
COCC(C)OC(=O)C(C#N)c1nc2ccccc2nc1N1CCN(Cc2ccccc2)CC1 (stereo not given),17,-4
CCC(C)(CN(C)C)OC(=O)c1ccccc1 (stereo not given),-8,-9
COc1ccc(-c2nnc(CSc3nc4ccccc4c(=O)n3CC3CCCO3)o2)cc1OC (stereo not given),4,-5
O=C(c1cccnc1)C1CCCN(Cc2nc(Cc3ccccc3F)no2)C1 (stereo not given),7,-7
Cn1c(=O)c2c(nc(SCCN3CCOCC3)n2Cc2ccccc2Cl)n(C)c1=O,5,-14
COc1ccc(CC2(CO)CCN(Cc3ccc4c(c3)CCO4)CC2)cc1,-6,-1
CC(C)c1ccc(NC(=O)C2C3C=CC4(CN(Cc5cccnc5)C(=O)C24)O3)cc1 (stereo not given),1,7
COc1ccc(CC(=O)Nc2c3c(nn2-c2cccc(C)c2C)CS(=O)C3)cc1OC (stereo not given),1,-10
COc1ccc(OC)c(C(=O)c2ccccn2)c1,7,-9
CSCC(CO)NS(=O)(=O)c1ccc(C)cc1 (stereo not given),7,-1
